Mm-Cpn inhibitor – Inhibitors of TCP-1 ring complex (TRiC) of Methanococcus maripaludis (MmCpn): qHTS; Chaperonin Mm-Cpn (Methanococcus maripaludis); Potency, µM (top dose mostly 76.9 µM), without a hit: at the top dose activity, negative = inhibition, actives largely listed as inhibitors; 0.031% of 330,000 active; purified Mm-Cpn ATPase, ADP Transcreener TR-FRET; further: potency means the concentration at half of the fitted maximal effect; on the % scale 0 is the no-effect control and ±100 the full control effect; nearly all actives have a fitted effect of over 80% in size
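Quantitative HTS used 25 nM Mm-CPN and 10 uM ATP in magnesium/KCl Tris buffer, pH 7.4, with 1 mM DTT. Hydrolysis ran 30 min at 37°C; ADP was read by HTRF.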
Abeta rescue – qHTS for compounds that reverse cellular toxicity of Amyloid beta (A-beta) peptide in yeast: Primary Screen | yeast expressing A-beta42, growth rescue, OD600, 48 h; response scale: 0% DMSO, 100% iron-clioquinol control | Potency, µM (titrated, usually from 46.1 µM), for the others: top-dose growth rescue, hits mostly activators | 0.063% of 410,000 active; further: potency means the concentration at half of the fitted maximal effect; nearly all actives have a fitted effect of over 55% in size
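Growth rescue measured by 600 nm absorbance after 48 h yeast culture at 30 C with compound. Values normalized between DMSO and an equimolar ferric chloride plus clioquinol control.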
Nrf2 block – Nrf2 qHTS screen for inhibitors; Potency, µM (titrated, usually from 46 µM), for the others: at the top dose activity change, negative = inhibition, actives largely listed as inhibitors; 2.1% of 360,000 active; A549 ARE-Fluc reporter, luciferase luminescence, 18-24 h; AID 504444, 2011; further: potency means the concentration at half of the fitted maximal effect; on the % scale 0 is the no-effect control and ±100 the full control effect; nearly all actives have a fitted effect of over 60% in size
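Two sequential reads on A549 ARE_Fluc cells exposed to compound for 18-24 h: a CellTiter-Fluor fluorescence read for viability, then a luciferase luminescence read for Nrf2/ARE activity.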
Nrf2 activator – qHTS of Nrf2 Activators; AID 624171, 2012; AREc32 ARE-luciferase reporter (MCF7-derived line), luminescence, 24 h; 0.31% of 410,000 active; Potency, µM (titrated, usually from 46.1 µM), for inactives: at the top dose activation, actives largely listed as activators; further: potency means the concentration at half of the fitted maximal effect; % of control where 0% means no effect; nearly all actives have a fitted effect of over 65% in size
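For detection, Steady-Glo was added and plates sat 30 min at RT; before that, AREc32_Fluc cells grown overnight in OPTI-MEM/5% FBS had been treated with 23 nL compound for 24 hr at 37 deg C.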
Akt phos inh – HTS Assay for Inhibitors of Akt Phophorylation: Primary Screen | Neuro2A IGF-stimulated pAkt S473 HTRF, 20 min; active compounds read low | activity change, % for hits at 50 µM | 0.32% of 360,000 active; in the data active means activity change below about -80%; inconclusive means mostly about -51% to -80%; further: on the % scale 0 is the no-effect control and ±100 the full control effect
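Single-point screen (50 µM final compound) in Neuro2A cells stimulated 20 min with 6 nM IGF at 37 deg C. After lysis, Ser473-phosphorylated Akt read by HTRF (ex 330 nm, em 615/665 nm) as the 665/615 ratio.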
TGFb SMAD3 inh – qHTS for Inhibitors of TGF-b; HepG2 CAGA-GFP TGF-b/SMAD3 reporter, GFP fluorescence, 18 h; TGF-beta stimulated, 500 pg/mL final; Potency, µM (series often up to 46.1 µM), for the others: at the top dose activity, negative = inhibition, actives largely listed as inhibitors; AID 588855, 2011; 1.2% of 410,000 active; further: potency means the concentration at half of the fitted maximal effect; on the % scale 0 is the no-effect control and ±100 the full control effect; nearly all actives have a fitted effect of over 65% in size
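Read-out: total well GFP (ex488/em500-530) summed from mean per-cell fluorescence. Cells: HEPG2 CAGA-GFP, 1% FBS DMEM, 18 h at 37 degrees C with 500 pg/mL final TGF-beta. Unstimulated wells served as the full-inhibition control; stimulated DMSO wells = 0%.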
CCT chaperon mod – High-Throughput Screening for Modulators of Cytosolic Chaperonin Activity; purified chaperonin ATPase assay, HTRF ADP detection, 30 min; 0.3% of 360,000 active; AID 651819, 2012; activity change, % (concentration not given with the values), hits read low; in the data active means activity change below about -30%; further: on the % scale 0 is the no-effect control and ±100 the full control effect
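Nucleotide hydrolysis assay: TRiC at 20–40 nM final (set by batch activity) with 10 uM ATP, 30 min at 37 °C, in presence of 76 uM compound. Detection by competitive ADP HTRF, 30 min ambient.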
HepG2 tox – qHTS for Inhibitors of TGF-b: Cytotox Counterscreen; Potency, µM (top dose mostly 46.1 µM), for the others: at the top dose activity change, negative = cytotoxicity, actives largely listed as cytotoxic; HepG2 CAGA-GFP viability, ATP luminescence, 18 h; 0.76% of 410,000 active; further: potency means the concentration at half of the fitted maximal effect; some results filed as inactive show a strong effect at the top dose
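HepG2 CAGA-GFP cells (1000/well, DMEM with 1% FBS) received compound, then TGF-beta at 500 pg/mL final, and were incubated 18 hours at 37 degrees C. Viability was read by CellTiter-Glo luminescence. Media-only wells were set as complete cell-killing and DMSO as no toxicity.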
A549 viability – Nrf2 qHTS screen for inhibitors: counterscreen for cytotoxicity; A549 ARE-Fluc cells, CellTiter-Fluor viability, 18-24 h; 0.16% of 390,000 active; Potency, µM (titrated, usually from 46 µM), for inactives: top-dose activity change, negative = cytotoxicity, usual class: inhibitors; further: potency means the concentration at half of the fitted maximal effect; on the % scale 0 is the no-effect control and ±100 the full control effect
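Cytotoxicity counterscreen: CellTiter-Fluor fluorescence was measured in A549 ARE_Fluc cells after 18-24 h of compound exposure in a concentration series. The subsequent BugLite luminescent read reports ARE-luciferase activity.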
* hit, by the source's call; i = inactive; ? = inconclusive; . = no result given; & = joins results of further samples; [ ] = remark or other dose. Unless noted, the call rests on the fitted dose curve; in most records, active means well fitted curve in the direction sought with a large enough effect; inconclusive means small, poorly fitted or top-dose-only effect, or another doubt; inactive means no such curve, though single readings can be large; an effect the other way counts as inactive or inconclusive. Random draw from the library; overall some 4.3% were active at least once.

The line under a structure holds: Mm-Cpn inhibitor, Abeta rescue, Nrf2 block, Nrf2 activator, Akt phos inh, TGFb SMAD3 inh, CCT chaperon mod, HepG2 tox, A549 viability
COC(=O)c1ccc(NC(=O)c2cn(-c3ccccc3)nc2-c2ccncc2)cc1
    -1%, -4%, 14%, 5.4%, i, 8%, -2.4, 7.1µM*, 0%
COc1ccc(S(=O)(=O)NCCc2cn3ccsc3n2)cc1OC
    ., -1%, ., -0.2%, ., 0%, ., -21%, -10%
Cc1ccc(-c2nc(N)nc(N)n2)c(C)c1
    -1%, 18%, 7%, -0.1%, i, -1%, -0.6, -4%, -1%
O=C1NC(Cc2ccccc2)c2nc3ccc(Cl)cc3c(=O)n2-c2cc3ccccc3cc21 (stereo not drawn)
    ., 2%, ., -1.6%, i, 0%, -0.2, 1%, .
COc1ccc([C@H]2CC(=O)C=C(c3cc4ccccc4s3)C2)cc1OC
    -2%, 5%, ?, 0.3%, i, 24%, -0.4, 0%, -3%
COc1ccccc1CCC(=O)OCC(=O)NCc1ccc(OC)c(OC)c1
    0%, 3%, 1%, 0.4%, i, 14%, -1.9, 22%, -2%
CCCN1CCN(C(=O)Cn2ncc3c([nH]c4ccc(C)cc43)c2=O)CC1
    3%, -3%, ?, -0.4%, i, 0%, 0.5, -2%, 8%
NC(=O)NC(=O)COC(=O)c1ccccc1Oc1ccccc1
    3%, 10%, 43%, -0.3%, i, ?, 1.2, 12%, 13%
CC(C)CCN(C(=O)c1cn2ccccc2n1)c1c(N)n(Cc2ccccc2)c(=O)[nH]c1=O
    -1%, 4%, 11%, 0.2%, i, 14%, -3.4, -6%, 4%
COc1cccc(C(c2nnnn2Cc2ccco2)N2CCN(Cc3ccccc3)CC2)c1OC (stereo not drawn)
    2%, -12%, ?, 0.1%, i, 2%, -0.8, -18%, -11%
CC(C)Oc1ccc(NC(=O)CCC(=O)O)cc1
    0%, 8%, -18%, -0.1%, i, -4%, -0.5, -4%, -1%
COc1ccc(-c2nc(CNC(=O)Nc3ccccc3)c(C)o2)cc1
    ., -5%, ., 5.5%, ., -3%, ., -4%, -12%
CCn1c(CNC(=O)C2CCCCC2)cc2cc(C)ccc21
    -8%, -4%, -5%, -0.4%, i, -5%, -0.1, 8%, 1%
O=C(CCC(=O)c1ccc(F)cc1)NCc1ccccc1C(F)(F)F
    0%, 7%, 23%, 1.8%, i, 0%, -2.2, 4%, 3%
C[C@@H]1CCCCO[C@H](CN(C)C(=O)Nc2ccc(F)cc2)[C@@H](C)CN([C@H](C)CO)C(=O)c2cc(N(C)C)ccc2O1
    ., 4%, ., 0.0%, i, -5%, -1.7, -21%, .
COc1ccc(-c2nnc(NC(=O)Cc3ccccc3)s2)c(OC)c1
    -6%, 9%, 0%, -0.8%, i, -2%, 1.2, 9%, 17%
O=C(NC1CC1)C1=C[C@@H](c2ccc(Br)cc2)C[C@@H](OCCCCO)O1
    ., 1%, -15%, 0.9%, i, -2%, -2.7, -2%, 1%
COc1cc(/C=C/C(=O)N2CCN(c3ccccn3)CC2)cc(OC)c1OC
    1%, 0%, -2%, -0.2%, i, -5%, 0.9, -6%, -1%
CCOC(=O)c1c(N)n(-c2ccccc2CC)c2nc3ccccc3nc12
    ., -15%, ., -0.8%, ., 40%[activator], ., -2%, 14%
O=C(NCc1ccco1)c1cccc(NC(=O)c2ccccc2)c1
    -5%, 4%, -26%, 16%, ., -6%, -3.5, -17%, -10%
CC(=O)Nc1c(C(=O)c2ccccc2)oc2ccccc12
    0%, -11%, 4%, 7.4%, ., -7%, 1.2, -21%, -4%
CCOc1ccc(-c2nonc2NC(=O)c2ccco2)cc1OCC
    -3%, -16%&-7%, -9%&5%, 5.1%&6.3%, i, 13%&-15%, -0.9, -31%&-34%, 3%&-12%
CC1=C(C(=O)Nc2cccnc2)C(c2ccccc2)n2nc(SCc3ccccc3Cl)nc2N1 (stereo not drawn)
    ., -6%, -17%[9.27 µM], -0.5%, ., ?, ., 3%, 7%
CSCc1c(C(=O)Nc2ccccc2N2CCOCC2)oc2ccccc12
    1%, 17%, 18%, 1.8%, i, 5%, -0.7, -56%, 10%
CC(C)c1ccc(NC(=O)NCc2ccc3c(c2)OCO3)cc1
    -3%, 16%, 5%, -0.3%, i, -4%, -2.6, 1%, 1%
O=c1cc(O)n(-c2ccc(Cl)cc2)c(=S)[nH]1
    0%, 5%, ., 1.4%, i, -26%, 1.3, -23%, 2%
Cc1ccc(CC(=O)O/N=C(\N)Cc2ccc([N+](=O)[O-])cc2)cc1
    1%, 1%, 27%, -0.4%, i, -4%, -2.2, 2%, 1%
O=C(CSc1ncc(C(F)(F)F)cc1Cl)N1CCNC1=O
    0%, -4%, 7%, 2.8%, i, 12%, -0.6, -3%, -2%
C[C@@H]1CN([C@H](C)CO)C(=O)CCCn2nncc2CO[C@@H]1CN(C)S(=O)(=O)c1ccc(Oc2ccccc2)cc1
    ., 0%, ., -0.4%, i, -2%, -1.9, -22%, .
COc1ccccc1N1CCN(CC(=O)c2ccc(F)cc2)CC1
    -4%, -8%, 11%, -1.0%, i, -11%, -2.2, 2%, -5%

Complete entries as entered above. Values in the order: Mm-Cpn inhibitor	Abeta rescue	Nrf2 block	Nrf2 activator	Akt phos inh	TGFb SMAD3 inh	CCT chaperon mod	HepG2 tox	A549 viability
CC(=O)Nc1c(C(=O)c2ccccc2)oc2ccccc12 in the list: 0%	-11%	4%	7.4%	.	-7%	1.2	-21%	-4%
COc1ccc(S(=O)(=O)NCCc2cn3ccsc3n2)cc1OC in the list: .	-1%	.	-0.2%	.	0%	.	-21%	-10%

Carrying on:
The line under a structure holds: Mm-Cpn inhibitor, Abeta rescue, Nrf2 block, Nrf2 activator, Akt phos inh, TGFb SMAD3 inh, CCT chaperon mod, HepG2 tox, A549 viability
CN1CCc2c(c3c(n2C)CCN(C)[C@@H]3c2cccnc2)[C@H]1c1cccnc1
    1%&2%, -5%, 3%, -0.1%, i, -2%, -0.8, 1%, -4%
NC1=NC(=O)/C(=C\c2cccs2)S1
    1%, 2%, -13%, 6.9%, i, 14%, 0.0, -14%, 3%
Clc1cc(Br)ccc1OCCOCCN1CCOCC1
    1%, 2%, 16%, 3.1%, i, -1%, 2.1, -40%, 4%
Cc1cccc(C)c1NC(=O)c1cccc(N2C(=O)C3CCC(C)CC3C2=O)c1 (stereo not drawn)
    2%, -5%, 10%, 0.1%, i, 19%, 1.2, -7%, 1%
CC(=O)Nc1cccc(C(=O)Nc2ccc(S(=O)(=O)N3CCCCC3)cc2)c1
    1%, 8%, -6%, 0.3%, i, 8%, -1.4, -3%, -5%
CCc1ccc(N(C(=O)CNC(=O)c2ccco2)C(C(=O)NC2CCCC2)c2cccnc2)cc1 (stereo not drawn)
    0%, -17%, -2%, -0.2%, i, 0%, -0.9, 1%, 1%
CCOc1ccc(Cl)cc1-c1cc(C(=O)Nc2cc(OC)ccc2OC)[nH]n1
    ., -1%, ., 3.0%, i, 13%, 3.4, -4%, .
C[C@H]1CN=C(N(C)C)N1CC1CCCCC1
    2%, 1%, -4%, -0.8%, i, 2%, 0.9, 3%, -4%
COc1ccccc1N1CCN(C(=O)c2cc3sccc3n2C)CC1
    -3%, 4%, -11%, 1.8%, i, 7%, -1.2, -14%, 2%
CCOc1ccc(NC(=O)NCCCN2CCCC2)cc1
    0%, 16%, 2%, -0.4%, i, 0%, -0.2, -17%, -2%
C=CCNC(=O)c1c(C(F)(F)F)nn(C)c1Cl
    0%, -10%, -3%, 0.2%, i, 7%, 1.3, -2%, -18%
CC1CCN(S(=O)(=O)c2ccc3c(c2)NC(=O)CS3)CC1
    1%, 7%, 2%, 0.6%, i, 2%, 0.5, 0%, -3%
CCN(CC)S(=O)(=O)c1ccc(C(=O)NCCCN=C2NS(=O)(=O)c3ccccc32)cc1
    -6%, 9%, -6%, -0.7%, i, 21%, -0.7, -7%, -15%
Cc1cc2cc(CNC(=S)Nc3ccc(OC(F)F)cc3)ccc2[nH]1
    -18%, 8%, ?, 2.0%, i, -28%, -2.7, -18%, 5%
Cc1ccc(S(=O)(=O)NN=CC2(c3ccccc3)CC2)cc1
    ., 3%, ., 0.1%, i, 3%, -4.6, -4%, .
COc1ccc(NC(=O)O/N=C2/CCCc3ccc(OC)cc32)cc1
    -1%, -9%, ?, 3.2%, i, -2%, -3.4, -31%, -13%
COC(=O)NC1CSCC1OC(=O)c1ccc(Br)cc1 (stereo not drawn)
    1%, 26%, -6%, 0.0%, i, 12%, -1.1, -10%, 1%
COc1ccc(NC(=O)c2cc(-c3ccco3)on2)cc1OC
    -5%, -6%, 8%, 4.2%, i, 2%, -0.7, -62%, 2%
COc1ccc2c(c1)-c1c(ssc1=S)C(C)(C)N2C(=O)CSC1=NCCS1
    0%, 0%, ?, 0.4%, i, -4%, -2.2, -28%, -17%
Cc1cc2c(n1-c1ccc(C(=O)NCCc3ccccc3)cc1)CCC(C)C2 (stereo not drawn)
    ., -2%, ?, ?, ., ?, ., -32%, 1%
CC(C)C[C@H]1CNC(=S)N1CC1CCCN1C[C@H](CC(C)C)N1C[C@H](Cc2ccccc2)N(CC2CCCCCC2)C1=S (stereo partly drawn)
    ., 21%, 9%, -0.7%, i, -5%, 0.9, -15%, -10%
CC(O)(C#CCN1CCCC1)c1ccccc1 (stereo not drawn)
    3%, 6%, 12%, -0.4%, i, -17%, -3.6, 5%, -7%
